Source: PubChem
PRC2 inh: inhibitors of human EZH2/PRC2 methyltransferase; PRC2 H3K27 methylation, DELFIA TRF, 1 h; inhibition, % at 12.5 µM; 57,000 compounds, 0.35% hits; AID 651548;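 active means mean inhibition of replicates at least 50% and every single replicate also reaching 50%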;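 further: dimethyl H3K27 on biotinylated H3 21-44 peptide detected by antibody; plate controls were median neutral control wells for no effect and median positive control wells for full effect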
Target sequence (Q15910 whole entry, looked up): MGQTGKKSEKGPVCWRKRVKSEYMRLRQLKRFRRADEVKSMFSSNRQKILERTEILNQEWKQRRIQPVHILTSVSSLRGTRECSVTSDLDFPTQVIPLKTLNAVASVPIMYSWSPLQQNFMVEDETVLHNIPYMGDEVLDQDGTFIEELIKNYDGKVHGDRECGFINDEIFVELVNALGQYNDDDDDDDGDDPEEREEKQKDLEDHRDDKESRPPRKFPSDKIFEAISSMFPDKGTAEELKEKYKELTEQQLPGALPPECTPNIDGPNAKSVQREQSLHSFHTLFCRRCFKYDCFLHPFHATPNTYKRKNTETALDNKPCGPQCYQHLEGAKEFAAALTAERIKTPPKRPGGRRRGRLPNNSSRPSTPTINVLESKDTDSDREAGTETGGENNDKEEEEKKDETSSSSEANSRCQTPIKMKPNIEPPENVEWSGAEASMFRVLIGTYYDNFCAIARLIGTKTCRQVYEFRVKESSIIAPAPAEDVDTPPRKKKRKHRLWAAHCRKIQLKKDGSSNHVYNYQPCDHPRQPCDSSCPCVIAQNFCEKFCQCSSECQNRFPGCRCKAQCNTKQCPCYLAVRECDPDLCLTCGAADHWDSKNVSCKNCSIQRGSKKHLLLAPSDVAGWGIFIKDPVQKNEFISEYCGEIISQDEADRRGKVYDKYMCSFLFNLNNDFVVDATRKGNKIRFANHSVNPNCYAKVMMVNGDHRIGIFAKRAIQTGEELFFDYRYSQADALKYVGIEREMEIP
IDH1 mut inh: IDH1 R132H (human) inhibition; O75874; IDH1 R132H reductase, diaphorase/resazurin fluorescence, 60 min; inhibition, % at 10 µM; 70,000 compounds, 0.18% hits; in the data active means inhibition above about 34%;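 further: 0% = DMSO and 100% = no enzyme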
* hit, by the source's call; / = no result given.

cpd | smiles | PRC2 inh | IDH1 mut inh
1 | C[C@H]1CN([C@@H](C)CO)C(=O)Cc2cc(N(C)C)ccc2O[C@@H]1CN(C)Cc1ccc(C(=O)Nc2ccccc2N)cc1 | -10 | /
2 | CC(=O)N[C@H]1C=C[C@@H](CC(=O)NCC2CCCCC2)O[C@@H]1CO | 10 | 0.1
3 | COc1ccccc1Nc1nc(N)nc(CN(C)C2CCCCC2)n1 | -2 | 0.7
4 | O=C(Nc1ccc2c(c1)[C@H]1C[C@@H](CC(=O)N3CCCCC3)O[C@H](CO)[C@H]1O2)C1CCC1 | 9 | -0.5
5 | CCOc1ccc(S(=O)(=O)NCc2ccccn2)cc1 | -11 | -0.1
6 | CCCNC(=O)N1C[C@@H](C)[C@@H](OC)CN(C)C(=O)c2cc(NS(=O)(=O)CC(F)(F)F)ccc2OC[C@H]1C | 2 | 0.0
7 | CCCN1C[C@H](C)[C@H](OC)CN(C)C(=O)c2cc(NS(=O)(=O)c3ccccc3)ccc2OC[C@H]1C | -1 | -0.2
8 | COc1ccccc1NC(=O)N[C@@H]1CC[C@@H](CCNS(=O)(=O)c2ccc(F)cc2)O[C@H]1CO | -8 | -0.3
9 | Cc1ccc(S(=O)(=O)N(C)C[C@@H]2Oc3ccc(NC(=O)CCCCCC(=O)Nc4ccccc4N)cc3CC(=O)N([C@@H](C)CO)C[C@@H]2C)cc1 | -31 | 11
10 | C[C@H](CO)N1C[C@H](C)[C@@H](CN(C)C(=O)Nc2cccc3ccccc23)Oc2ccc(NC(=O)c3ccncc3)cc2C1=O | 2 | /
11 | Cc1ccc(S(=O)(=O)NCCSc2nnc(Nc3ccccc3)s2)cc1 | / | -0.1
12 | COc1ccc(CN(C)C[C@@H]2Oc3c(NC(=O)Nc4ccc(F)cc4)cccc3C(=O)N([C@@H](C)CO)C[C@@H]2C)cc1 | -11 | /
13 | NCC[C@H]1CC[C@@H](NC(=O)NC2CCCCC2)[C@H](CO)O1 | 0 | 0.2
14 | CCOC(=O)N1CCC(=C2c3ccc(Cl)cc3CCc3cccnc32)CC1 | -1 | 0.0
15 | C[C@H](CO)N1C[C@H](C)[C@@H](CN(C)Cc2ccc(C(=O)Nc3ccccc3N)cc2)Oc2ccc(NC(=O)Cc3ccccc3)cc2CC1=O | / | -1.3
16 | CCOC(=O)c1nnn(-c2nonc2-n2cccc2)c1C | 6 | 1.4
17 | O=C(C[C@H]1C=C[C@@H](NC(=O)C2CCC2)[C@H](CO)O1)NC1CCCCC1 | 2 | -0.6
18 | CC(C)(C)[S@@](=O)N1Cc2cc(C(=O)NCCN3CCCCC3)nc(-c3cccc(-c4ccc(C#N)cc4)c3)c2[C@H]1CCO | -19 | -0.3
19 | C[C@@H]1CN([C@@H](C)CO)C(=O)c2cc(NS(=O)(=O)c3cn(C)cn3)ccc2O[C@H]1CN(C)Cc1ccccc1 | 9 | 1.9
20 | CCCCN1C(=O)C(O)(CC(=O)c2ccco2)c2ccccc21 (stereo unspecified) | 1 | 0.5
21 | COCCOC(=O)N1C(=O)[C@@]2(c3ccccc31)[C@H](c1ccccc1OCCO)N1[C@H](c3ccccc3)[C@H](c3ccccc3)OC(=O)[C@H]1[C@@H]2C(=O)NC[C@H](O)c1ccccc1 | -8 | 0.1
22 | COc1ccccc1-c1ccc2c(c1)O[C@@H](CN(C)C(=O)c1ccncc1)[C@@H](C)CN([C@H](C)CO)S2(=O)=O | 12 | -3.6
23 | O=C(NCc1nc2ccccc2[nH]1)C1=C[C@H](C2CCCCC2)C[C@H](OCCCCO)O1 | -2 | /
24 | O=C(Cc1ccccn1)NCC[C@H]1CC[C@@H](NC(=O)Nc2ccc(Cl)cc2)[C@@H](CO)O1 | -4 | 0.2
25 | CC(=O)Oc1ccccc1N(C(C)=O)S(=O)(=O)c1ccc2ccccc2c1 | -5 | -0.1
26 | O=C(C[C@@H]1C=C[C@@H](NC(=O)c2ccc3c(c2)OCO3)[C@H](CO)O1)NCc1ccc(Cl)cc1 | -3 | 0.2
27 | O=C(Nc1ccc(Cl)cc1)N[C@@H]1CC[C@H](CCNC(=O)c2ccccc2F)O[C@@H]1CO | -9 | -0.2
28 | CC1=C(C(=O)Nc2ccc(Cl)cc2)C(c2cccc(F)c2)n2nc(CCCO)nc2N1 (stereo unspecified) | -6 | 0.0
29 | C[C@@H]1CCCCO[C@H](CN(C)S(=O)(=O)c2cccs2)[C@@H](C)CN([C@H](C)CO)C(=O)c2cc(NC(=O)Cc3ccccc3)ccc2O1 | / | 1.2
30 | C[C@H]1CN([C@@H](C)CO)S(=O)(=O)c2ccc(C#Cc3ccccc3F)cc2O[C@H]1CN(C)C(=O)c1ccc2c(c1)OCO2 | -12 | /
31 | C[C@@H]1CN([C@H](C)CO)C(=O)c2cccc(NS(=O)(=O)c3ccc(Cl)cc3)c2O[C@H]1CN(C)Cc1ccccc1 | -8 | 2.4
32 | C[C@@H]1CCCCO[C@H](CN(C)C(=O)Nc2ccc(C(F)(F)F)cc2)[C@@H](C)CN([C@@H](C)CO)C(=O)c2cc(NC(=O)Nc3ccccc3)ccc2O1 | / | 0.9
33 | CCNc1nc(NCC)nc(OCC#N)n1 | / | -0.3
34 | C[C@@H]1CN([C@H](C)CO)C(=O)c2cc(NC(=O)c3ccncc3)ccc2O[C@@H]1CN(C)S(=O)(=O)c1ccccc1 | 29 | 0.5
35 | COc1cccc(S(=O)(=O)Nc2ccc3c(c2)[C@H]2C[C@H](CC(=O)NCCc4ccccc4)O[C@@H](CO)[C@H]2O3)c1 | 4 | 0.3
36 | C[C@@H]1CN([C@H](C)CO)C(=O)c2cc(NC(=O)Nc3ccc4c(c3)OCO4)ccc2O[C@@H]1CN(C)Cc1ccccc1 | -15 | /

The final 5 compounds of the part before lead into the next:
cpd | smiles | PRC2 inh | IDH1 mut inh
32 | C[C@@H]1CCCCO[C@H](CN(C)C(=O)Nc2ccc(C(F)(F)F)cc2)[C@@H](C)CN([C@@H](C)CO)C(=O)c2cc(NC(=O)Nc3ccccc3)ccc2O1 | / | 0.9
33 | CCNc1nc(NCC)nc(OCC#N)n1 | / | -0.3
34 | C[C@@H]1CN([C@H](C)CO)C(=O)c2cc(NC(=O)c3ccncc3)ccc2O[C@@H]1CN(C)S(=O)(=O)c1ccccc1 | 29 | 0.5
35 | COc1cccc(S(=O)(=O)Nc2ccc3c(c2)[C@H]2C[C@H](CC(=O)NCCc4ccccc4)O[C@@H](CO)[C@H]2O3)c1 | 4 | 0.3
36 | C[C@@H]1CN([C@H](C)CO)C(=O)c2cc(NC(=O)Nc3ccc4c(c3)OCO4)ccc2O[C@@H]1CN(C)Cc1ccccc1 | -15 | /
37 | CC(C)NC(=O)N(C)C[C@@H]1Oc2ccc(NC(=O)CCCN(C)C)cc2CC(=O)N([C@H](C)CO)C[C@@H]1C | 5 | 2.5
38 | O=C(CSc1n[nH]c(-c2ccccc2)n1)Nc1cccc(C(F)(F)F)c1 | 8 | -0.4
39 | COc1ccc(S(=O)(=O)N(C)C[C@H]2Oc3ccc(NC(=O)C4CCCCC4)cc3C(=O)N([C@@H](C)CO)C[C@H]2C)cc1 | / | 0.3
40 | COCC#Cc1cnc2c(c1)C(=O)N([C@@H](C)CO)C[C@@H](C)[C@@H](CN(C)Cc1ccccc1)O2 | -4 | -1.7
41 | C[C@H](CO)N1C[C@H](C)[C@@H](CN(C)S(=O)(=O)c2cccs2)Oc2c(NS(=O)(=O)c3ccc(Cl)cc3)cccc2C1=O | / | -3.3
42 | Cc1noc(C)c1NC(=O)N(C)C[C@@H]1Oc2ccc(N(C)C)cc2CC(=O)N([C@@H](C)CO)C[C@H]1C | -4 | -3.1
43 | CNC[C@H]1Oc2ccc(NC(=O)C3CCCCC3)cc2CC(=O)N([C@H](C)CO)C[C@H]1C | -7 | 2.0
44 | Cc1noc(C)c1NC(=O)Nc1ccc2c(c1)C(=O)N([C@H](C)CO)C[C@H](C)[C@@H](CN(C)S(=O)(=O)c1c(C)noc1C)OCCCC[C@@H](C)O2 | / | 0.9
45 | C[C@H](CO)N1C[C@H](C)[C@@H](CN(C)C(=O)Nc2ccc(C(F)(F)F)cc2)Oc2ccc(NC(=O)Cc3cn(C)c4ccccc34)cc2CC1=O | / | 0.4
46 | C[C@@H]1CCCCO[C@H](CN(C)C(=O)Nc2ccc(C(F)(F)F)cc2)[C@@H](C)CN([C@@H](C)CO)C(=O)c2cc(NS(=O)(=O)c3ccc(F)cc3)ccc2O1 | / | 2.0
47 | C[C@@H]1CN([C@H](C)CO)C(=O)Cc2cc(NC(=O)Nc3ccccc3)ccc2O[C@@H]1CN(C)C(=O)NC1CCCCC1 | 6 | 0.8
48 | O=C(C[C@H]1C[C@H]2c3cc(NC(=O)c4cccnc4)ccc3O[C@H]2[C@@H](CO)O1)NCC(F)(F)F | 0 | -1.0
49 | C[C@@H]1CCCCO[C@@H](CN(C)Cc2ccc3c(c2)OCO3)[C@H](C)CN([C@@H](C)CO)C(=O)c2cc(NS(=O)(=O)c3cn(C)cn3)ccc2O1 | / | 0.1
50 | C[C@@H]1CCCCO[C@@H](CN(C)CC2CCCCC2)[C@@H](C)CN([C@H](C)CO)C(=O)c2cc(NC(=O)c3ccccc3)ccc2O1 | / | 1.8
51 | COc1ccccc1CNC(=O)C[C@@H]1C[C@H]2c3cc(NC(=O)C4CCC4)ccc3O[C@H]2[C@H](CO)O1 | 1 | 0.7
52 | C[C@H](CO)N1C[C@H](C)[C@@H](CN(C)C(=O)Cc2ccccc2)OCCCC[C@H](C)Oc2ccc(NS(C)(=O)=O)cc2C1=O | 1 | 2.2
53 | O=C(C[C@@H]1C[C@H]2c3cc(NS(=O)(=O)c4ccc(F)cc4)ccc3O[C@H]2[C@H](CO)O1)NCC1CC1 | 13 | 0.6
54 | COCCOC(=O)N1C(=O)[C@@]2(c3ccccc31)[C@H](c1ccc(OCCO)cc1)N1[C@H](c3ccccc3)[C@H](c3ccccc3)OC(=O)[C@H]1[C@@H]2C(=O)NC[C@H](O)c1ccccc1 | -23 | /
55 | COc1ccc(CN2C[C@@H](C)[C@H](OC)CN(C)C(=O)c3ccc(NC(=O)c4nc5ccccc5s4)cc3OC[C@H]2C)cc1 | -7 | -0.6
56 | O=C(C[C@H]1C[C@@H]2c3cc(NC(=O)C4CCC4)ccc3O[C@@H]2[C@H](CO)O1)NCc1cccc(F)c1 | 4 | -0.2
57 | CNC[C@@H]1Oc2c(NS(=O)(=O)c3c(C)noc3C)cccc2C(=O)N([C@H](C)CO)C[C@H]1C | / | -1.6
58 | COc1ccc(S(=O)(=O)N[C@H]2CC[C@H](CC(=O)N3CCc4ccccc4C3)O[C@H]2CO)cc1 | 6 | -0.1
59 | O=C(C[C@@H]1C[C@@H]2c3cc(NS(=O)(=O)c4ccccc4)ccc3O[C@@H]2[C@H](CO)O1)N1CCOCC1 | -6 | -0.1
60 | Cc1ccccc1-c1ccc2c(c1)O[C@H](CN(C)C(=O)Nc1ccc(C(F)(F)F)cc1)[C@@H](C)CN([C@@H](C)CO)S2(=O)=O | / | 0.2

Entries of single compounds as entered above. Order of values: PRC2 inh, IDH1 mut inh
COCCOC(=O)N1C(=O)[C@@]2(c3ccccc31)[C@H](c1ccc(OCCO)cc1)N1[C@H](c3ccccc3)[C@H](c3ccccc3)OC(=O)[C@H]1[C@@H]2C(=O)NC[C@H](O)c1ccccc1 in the list: -23, /
C[C@@H]1CCCCO[C@@H](CN(C)CC2CCCCC2)[C@@H](C)CN([C@H](C)CO)C(=O)c2cc(NC(=O)c3ccccc3)ccc2O1 in the list: /, 1.8

Other results:
cpd | smiles | PRC2 inh | IDH1 mut inh
61 | CCCC(=O)Nc1ccc2c(c1)C(=O)N(C)C[C@H](OC)[C@H](C)CN(CCc1ccccc1)[C@H](C)CO2 | -8 | -0.2
62 | C[C@@H]1CN([C@H](C)CO)C(=O)c2cc(C3=CCCCC3)cnc2O[C@H]1CN(C)C(=O)NC1CCCC1 | 15 | /
63 | O=C(Cc1cccnc1)N[C@H]1CC[C@@H](CCn2cc(-c3ccccc3F)nn2)O[C@H]1CO | -9 | 0.0
64 | Cc1noc(C)c1NC(=O)N(C)C[C@@H]1Oc2c(NC(=O)c3ccc(-c4nccs4)cc3)cccc2C(=O)N([C@H](C)CO)C[C@H]1C | / | -1.1
65 | COc1ccc(S(=O)(=O)N(C)C[C@@H]2Oc3ccc(NS(=O)(=O)c4ccc(C)cc4)cc3C(=O)N([C@H](C)CO)C[C@@H]2C)cc1 | / | 3.1
66 | Cc1noc(C)c1C(=O)NCCCN1CCCC1=O | 0 | 1.6
67 | CN(C)CC(=O)Nc1ccc2c(c1)[C@@H]1C[C@@H](CC(=O)NCCc3ccccc3)O[C@@H](CO)[C@@H]1O2 | -7 | 0.0
68 | COCC#Cc1ccc2c(c1)O[C@H](CN(C)C(C)=O)[C@H](C)CN([C@H](C)CO)S2(=O)=O | 8 | -0.6
69 | CCCNC(=O)Nc1ccc2c(c1)C(=O)N(C)C[C@H](OC)[C@@H](C)CN(CCC(F)(F)F)[C@@H](C)CO2 | 22 | 0.0
70 | COc1ccc(NC(=O)O[C@H](c2ccc(OCCO)cc2)[C@@H](CCO)OC)cc1 | 0 | -0.5
71 | Cc1nn(CC(=O)NCc2ccccc2Cl)c(C)c1[N+](=O)[O-] | -6 | 0.1
72 | CC(C)NC(=O)N(C)C[C@@H]1Oc2ncc(-c3ccccc3F)cc2C(=O)N([C@@H](C)CO)C[C@H]1C | 3 | 0.2
73 | CO[C@H]1CN(C)C(=O)c2ccc(NC(=O)Nc3ccccc3)cc2OC[C@@H](C)N(C(C)=O)C[C@H]1C | -13 | -0.3
74 | C[C@H](CO)N1C[C@H](C)[C@H](CN(C)C(=O)c2ccncc2)Oc2ncc(/C=C/c3ccccc3)cc2C1=O | 9 | -0.3
75 | C[C@@H]1CN([C@H](C)CO)C(=O)c2cc(NS(=O)(=O)c3cn(C)cn3)ccc2O[C@@H]1CN(C)Cc1ccncc1 | 7 | 1.7
76 | CCC(=O)N1C[C@@H](C)[C@@H](OC)CN(C)C(=O)c2cc(NC(=O)c3cc(C)on3)ccc2OC[C@H]1C | 11 | 0.3
77 | Cc1noc(C)c1S(=O)(=O)N(C)C[C@@H]1OCCCC[C@@H](C)Oc2ccc(NC(=O)NC3CCCCC3)cc2C(=O)N([C@H](C)CO)C[C@@H]1C | / | 2.0

Some of the compounds tested; count on the stated rates, not on these rows.
